Screens from PubChem.
uPA surface inh – qHTS for Inhibitors of Cell Surface uPA Generation. cell surface uPA generation assay, qHTS. Potency, µM (series often up to 38.3 µM), for inactives: at the highest dose activity change, negative = inhibition, hits mostly inhibitors. 0.31% of 330,000 active. AID 540303, 2011; active = well fitted inhibition curve with a large enough effect; inconclusive = small, poorly fitted or top-dose-only effect; inactive = no such curve, though single readings can be large or run the other way; tested in mouse RAW 264.7 cells; note: potency is the fitted concentration of half-maximal effect; nearly all actives have a fitted effect of over 55% in size
PKM2 activator – qHTS Assay for Activators of Human Muscle isoform 2 Pyruvate Kinase; Potency, µM (titrated, usually from 57.5 µM), for the others: at the top dose activation, most hits filed as activators; purified PKM2, Kinase-Glo ATP luminescence, activation; response scale: 0% is enzyme alone, no compound; 0.34% of 260,000 active; AID 1631, 2009; Pyruvate kinase PKM (Homo sapiens), P14618; note: potency is the fitted concentration of half-maximal effect; nearly all actives have a fitted effect of over 55% in size
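hPK-M2, >95% pure; 0.1 mM ADP / 0.5 mM PEP final; imidazole pH7.2 buffer w/ 7 mM MgCl2, 50 mM KCl; 1 h RT; Kinase-Glo lum. Intermediate enzyme activity for dual inhibitor/activator qHTS.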
Eya2 inh – qHTS Assay for Inhibitors of the Phosphatase Activity of Eya2; Protein phosphatase EYA2 (Homo sapiens), O00167; recombinant Eya2, OMFP fluorescence dephosphorylation (OMFP is methylfluorescein phosphate); Potency, µM (top dose mostly 76.9 µM), inactives show top-dose activity, negative = inhibition, most hits filed as inhibitors; 0.006% of 330,000 active; AID 488837, 2010; note: potency is the fitted concentration of half-maximal effect
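Eya2 protein (added as 0.2 uM solution) was preincubated with compound for 10 min at ambient temperature in 50 mM HEPES pH 7.5, 50 mM NaCl, 5 uM MgCl2, 0.05% BSA, 1 mM DTT. OMFP (added at 50 uM) then reacted 10 min; fluorescence read at 485/525 nm.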
B2AR arrestin – qHTS assay of beta-arrestin-biased ligands of beta2-adrenergic receptor | beta-arrestin recruitment to beta2AR, cell-based reporter | Potency, µM (doses to about 46.1 µM), for inactives: at the top dose activation, hits mostly activators | 0.02% of 330,000 active | AID 492947, 2010;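 note: potency is the fitted concentration of half-maximal effect; 0% = DMSO controls and full agonism = EC100 isoproterenol or metaproterenol; nearly all actives have a fitted effect of over 65% in size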
USP2a block – qHTS Assay for Inhibitors of Ubiquitin-specific Protease USP2a Using CHOP2 as the Reporter. Potency, µM (highest dose often 38.3 µM), for inactives: at the highest dose activity change, negative = inhibition, actives largely listed as inhibitors. 0.01% of 330,000 active. Ubiquitin carboxyl-terminal hydrolase 2 (Homo sapiens), O75604. USP2 core, Ub-CHOP2 coupled fluorogenic reporter, 485/531. AID 463254, 2010;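 note: potency is the fitted concentration of half-maximal effect; plate controls were DMSO wells for no effect and full inhibition by NEM control for full effect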
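Deubiquitinase activity read as fluorescence (485/531 nm) after Ub-CHOP2 cleavage activates the enterokinase reporter on its substrate; USP2 core 10nM, Ub-CHOP2 and substrate 25nM each, 30min compound preincubation then 60min RT; data normalized to NEM, curves fitted.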
BCR signal inh – qHTS Assay to Find Inhibitors of Chronic Active B-Cell Receptor Signaling; ABC-DLBCL IkBa-CBG/CBR reporter, luminescence ratio, 4 h; Potency, µM (titrated, usually from 46.1 µM), for inactives: top-dose ratio change, negative = lower green/red ratio, most hits filed as inhibitors; 0.05% of 340,000 active; AID 493014, 2011; active = well fitted inhibition curve with a large enough effect in the signal ratio, with a control signal flat, not every such curve was filed as active; inconclusive = small, poorly fitted or top-dose-only effect, or effect the other way, or a change in a side signal; the % refers to the signal ratio;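 note: potency is the fitted concentration of half-maximal effect; plate controls were basal doxycycline-induced cells for no effect and cells given 10 µM MG132 for full effect; MG132 reads +100%, hits lower the ratio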
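Concentration-response series (up to 46 uM) were applied to TMD8 dual-reporter cells for 4 h at 37C with doxycycline. Green/red ratio, after filter-overlap correction, defined %Activity; red signal alone was normalised to basal cells and zero luminescence.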
KCNH2 3.1 inh – qHTS for Inhibitors of KCHN2 3.1: Mutant qHTS. U2OS KCNH2 3.1, thallium flux FluxOr; hits give low values. 0.95% of 340,000 active. activity change, % (tested at about 1.8 µM). Potassium voltage-gated channel subfamily H member 2, brain isoform KCNH2 3.1 (human);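 active = maximum activity change below -70%; inconclusive = maximum activity change from -70% to -50%; inactive = maximum activity change above -50%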;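 note: thallium influx rate constant from kinetic fluorescence after stimulation buffer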
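Thallium flux via FluxOr fluorescence (Red40 quencher, 45 min loading) in U2OS cells virally expressing the KCNH2 3.1 isoform (1.77 x 10^8 /mL virus, overnight at 37 C). Rate constants from 2-min kinetic reads post-stimulation, normalised to positive and negative controls.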
Coupling enz – qHTS Assay for Inhibitors of Fructose-1,6-bisphosphate Aldolase from Giardia Lamblia: Coupling assay counterscreen; activity change, negative = inhibition, % at 58.2 µM, hits read low; coupling enzyme system counterscreen, AmpLite Red fluorescence; 0.67% of 290,000 active; in the data active = activity change below about -30%
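Activity here indicates interference with the coupling reaction, not aldolase inhibition. Compounds at 57.5 uM final met coupling enzymes for 10 min at RT; substrate and AmpLite Red detection followed, with a 525/598 nm fluorescence read after 20 min.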
hERG WT inh – qHTS for Inhibitors of KCHN2 3.1: Wildtype qHTS | Voltage-gated inwardly rectifying potassium channel KCNH2 (Homo sapiens), Q12809 | 0.37% of 340,000 active | AID 720551, 2013 | activity change, % at 1.84 µM | U2OS, BacMam KCNH2, thallium flux FluxOr; hits give low values;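 active = maximum activity change below -70%; inconclusive = maximum activity change between -70% and -50%; inactive = maximum activity change above -50%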
Target sequence (Q12809 whole entry, looked up): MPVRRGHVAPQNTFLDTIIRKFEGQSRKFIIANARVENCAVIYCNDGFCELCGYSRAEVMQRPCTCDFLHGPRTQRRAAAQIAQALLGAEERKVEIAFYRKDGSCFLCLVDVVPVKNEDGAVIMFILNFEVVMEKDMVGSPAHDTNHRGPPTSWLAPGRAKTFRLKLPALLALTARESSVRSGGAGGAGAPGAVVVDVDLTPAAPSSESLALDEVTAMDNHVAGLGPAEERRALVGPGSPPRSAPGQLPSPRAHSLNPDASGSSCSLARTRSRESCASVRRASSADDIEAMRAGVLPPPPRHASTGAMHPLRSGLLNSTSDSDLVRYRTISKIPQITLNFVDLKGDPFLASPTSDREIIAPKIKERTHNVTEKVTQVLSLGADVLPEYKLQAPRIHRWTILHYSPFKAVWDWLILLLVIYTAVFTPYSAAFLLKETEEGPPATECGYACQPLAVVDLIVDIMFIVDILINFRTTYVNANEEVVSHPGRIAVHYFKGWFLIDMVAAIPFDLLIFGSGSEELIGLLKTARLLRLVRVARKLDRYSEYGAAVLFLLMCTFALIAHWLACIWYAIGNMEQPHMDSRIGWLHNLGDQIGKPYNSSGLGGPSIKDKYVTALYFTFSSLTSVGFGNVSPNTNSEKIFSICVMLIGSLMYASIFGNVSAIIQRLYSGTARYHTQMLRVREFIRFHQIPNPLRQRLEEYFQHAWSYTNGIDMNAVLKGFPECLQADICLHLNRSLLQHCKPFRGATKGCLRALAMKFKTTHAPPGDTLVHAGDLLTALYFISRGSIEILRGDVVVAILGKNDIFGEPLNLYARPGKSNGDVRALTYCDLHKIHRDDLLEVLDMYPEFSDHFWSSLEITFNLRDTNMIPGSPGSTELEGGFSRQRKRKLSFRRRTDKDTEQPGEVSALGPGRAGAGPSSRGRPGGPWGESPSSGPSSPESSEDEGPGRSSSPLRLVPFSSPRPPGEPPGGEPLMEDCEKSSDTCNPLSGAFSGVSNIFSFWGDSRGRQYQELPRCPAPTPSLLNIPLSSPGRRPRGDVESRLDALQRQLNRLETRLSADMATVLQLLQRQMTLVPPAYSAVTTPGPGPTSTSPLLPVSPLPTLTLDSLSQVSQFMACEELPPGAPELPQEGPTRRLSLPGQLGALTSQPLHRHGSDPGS
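U2OS cells transduced with wild-type KCNH2 virus are loaded with FluxOr dye for 45 min, and thallium flux is measured in kinetic reads before and after stimulation buffer. Rate constants are normalized to DMSO controls.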
Giardia kill – Small Molecules that selectively kill Giardia lamblia: qHTS; Giardia lamblia trophozoite viability; activity change, % at 7.66 µM, hits read low; 0.15% of 340,000 active; in the data active = activity change below about -80%; inconclusive = between about -30% and that limit;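 note: parasites exposed to compound for two days anaerobically before the ATP read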
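Killing of trophozoites was scored by loss of ATP luminescence after a 48 hrs anaerobic exposure to compounds at 37 deg C, using 100 cells per well.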
GALK inh – qHTS Assay for Inhibitors of Human Galactokinase (GALK) | P51570 | Purified GALK, Kinase-Glo residual ATP luminescence | Potency, µM (highest dose often 57.5 µM), inactives show at the highest dose activity change, negative = inhibition, actives largely listed as inhibitors | 0.007% of 270,000 active | AID 1868, 2009; note: potency is the fitted concentration of half-maximal effect
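ATP-depletion format; final 35 uM ATP, 100 uM D-galactose, 5 nM enzyme; pH 8.0 HEPES/Mg2+ buffer; 60 min RT; luminescence read 10 min after detection reagent.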
* marks the source's active call; other numbers are inactive results; i = inactive; u = inconclusive; x = not tested or not shown; & = joins results of further samples. Unless noted, calls come from the whole dose curve; as a rule, active = well fitted curve in the direction sought with a large enough effect; inconclusive = small, poorly fitted or top-dose-only effect, or another doubt; inactive = no such curve, though single readings can be large; an effect the other way counts as inactive or inconclusive. Unless noted, % is set by controls: 0 for no effect and ±100 for the full control effect.

cpd	Structure	uPA surface inh	PKM2 activator	Eya2 inh	B2AR arrestin	USP2a block	BCR signal inh	KCNH2 3.1 inh	Coupling enz	hERG WT inh	Giardia kill	GALK inh
1	Cc1ccc(-n2cccn2)c(CN2CCCC(CNC(=O)c3ccc(F)cc3)C2)c1 (stereo not given)	4%	-2%	3%	-0.4%	0%	-3%	-48	0	-25	13	0%
2	CC(Nc1nc(N2CCOCC2)nc2ccccc12)c1ccccc1 (stereo not given)	-2%	x	-3%	0.1%	0%	-10%	4	-5	25	5	1%
3	O=C(NCC1CCCO1)c1cccc(Oc2ccc([N+](=O)[O-])cc2Cl)c1 (stereo not given)	-7%	-2%	u	-0.7%	-4%	u	8	-4	i	4	7%
4	Cc1ccc(S(=O)(=O)N2CCN(Cc3ccco3)CC2)cc1C	1%	-1%	-23%	0.4%	1%	0%	2	5	-14	-10	3%
5	O=C(CN(Cc1ccco1)C(=O)CCC(=O)Nc1ccccn1)NCCc1ccccc1	1%	1%	-5%	-0.1%	0%	3%	-13	-1	-29	21	8%
6	NNc1cc(C(=O)O)ccc1Cl	7%	5%	8%	0.3%	0%	u	5	2	9	-21	x
7	Cc1ccc(-c2nn(C)c(=O)c3ccccc23)cc1S(=O)(=O)N1CCOCC1	x	-1%	1%	0.2%	0%	0%	-5	-4	3	-4	-2%
8	COCCNC(=O)c1c[nH]n2c(=O)cc(C3CCN(C(=O)OC(C)(C)C)CC3)nc12	16%	7%	12%	-0.1%	0%	11%	20	2	-2	8	1%
9	c1csc(CSc2nc3ccccc3s2)c1	0%	-7%	6%	-0.2%	1%	u	1	-2	-13	0	1%
10	CC(Oc1ccccc1)C(=O)N1CCN(c2ccc(N3CCCCCC3)nn2)CC1 (stereo not given)	-6%	x	4%	0.2%	-1%	4%	-15	x	38	0	x
11	O=C1/C(=C/c2cccc(O)c2)SC(=S)N1CC1CCCO1 (stereo not given)	0%	-6%	-13%	-0.6%	-7%	4%	15	-2	4	15	3%
12	O=C(Nc1ccc(Br)cc1)N1CCCCCCC1	2%	0%	16%	-0.4%	-1%	5%	1	2	3	-18	1%
13	CCC(=O)Nc1ccc(NC(=O)CCc2ccccc2)cn1	2%	-10%	3%	0.5%	2%	6%	10	-2	-1	8	-2%
14	CCC1CN(C(=O)NCc2cccc(OC)c2)c2cc(Cl)ccc2O1 (stereo not given)	-4%	x	-1%	-0.2%	-3%	u	7	1	-7	4	11%
15	O=C(Nc1cc(Cl)ccn1)C1CCN(S(=O)(=O)c2cccs2)CC1	-5%	0%	-28%	0.5%	-2%	u	-9	-2	1	-6	-2%
16	Cc1ccccc1Cc1c(C)nc2nc(SCC(=O)NCCCN3CCCC3)nn2c1C	-6%	2%	-23%	0.4%	0%	9%	8	1	-6	-22	-1%
17	CCOc1ccc2nc(C)cc(Nc3cccc([N+](=O)[O-])c3)c2c1	-12%	-9%	-2%	-0.1%	-1%	4%	-16	-1	-4	16	1%
18	CC(C)(C)c1ccc(C(=O)Nc2ccc(O)c3c(=O)cc(-c4ccccc4Cl)oc23)cc1	5%	-10%	4%	-0.2%	2%	-4%	14	0&-1	-5	5&-1	-1%
19	Cc1ccc(S(=O)(=O)NNC(=O)CCC(=O)Nc2ccc(C)c(C)c2)cc1	-2%	-4%	6%	-0.3%	0%	u	-8	1	3	14	1%
20	CCn1c(SCC(=O)Nc2ccccc2F)nc2c(c1=O)SC(C)C2 (stereo not given)	-6%	-1%	-1%	-0.2%	3%	0%	8	4	0	8	-4%
21	COc1ccc(C)cc1S(=O)(=O)N(CC(=O)Nc1cccc([N+](=O)[O-])c1)c1ccccc1	4%	12%	-1%	-1.0%	2%	8%	-7	-3	2	11	0%
22	COc1ccc(/C=C/C(=O)NNC(=O)c2ccncc2)c(OC)c1	u	x	-1%	2.9%	1%	0%	-6	x	9	u	x
23	CC1CCc2c(C(=O)NCc3ccccn3)csc2C1 (stereo not given)	-11%	-22%	-5%	-0.2%	0%	6%	-31	3	9	-7	-1%
24	CCOc1ccc(OCCC(=O)OCC(=O)Nc2cc(C)nn2-c2ccccc2)cc1	4%	x	1%	-0.5%	1%	-5%	-6	x	-3	-9	x
25	CC(C)N(C(=O)CN1CCN(C(=O)C2COc3ccccc3O2)CC1)C(C)C (stereo not given)	5%	x	6%	-0.2%	4%	0%	19	x	-21	4	x
26	COc1cccc(CN2CCNC(=O)C2CC(=O)O)c1OC (stereo not given)	-24%	-1%	-7%	-0.7%	0%	-4%	-3	2	-3	18	-1%
27	CCOc1[nH]n(-c2ccc(Cl)cc2)c(=O)c1C=Nc1ccc(Cl)cc1	0%	-5%	-2%	0.1%	1%	-7%	0	1	2	9	1%
28	COc1ccc(C2C(C(=O)Nc3cccc(C)n3)CCC(=O)N2c2ccc(OC)cc2)cc1 (stereo not given)	-4%	-3%	7%	0.5%	-1%	9%	4	2	13	-4	3%
29	Cc1onc(-c2ccccc2)c1C(=O)OCC(=O)Nc1ccccc1	-19%	x	17%	0.1%	1%	u	-8	x	2	9	x
30	CCc1c(O)nc(SCC(=O)Nc2ccccc2)n(-c2ccccc2)c1=O	1%	1%	1%	-0.1%	-1%	-1%	-19	5	4	-6	6%
31	CN1CCN(Cc2ccc(Sc3ccc(Cl)cc3)c([N+](=O)[O-])c2)CC1	x	-9%	4%	-0.2%	1%	10%	-90*	1	-96*	4	0%
32	CC(=O)c1cccc(OCC(=O)Nc2ccccc2N2CCOCC2)c1	-3%	x	-16%	0.1%	-4%	-1%	1	x	-2	-15	x
33	CC1CCCCN1Cc1c(O)ccc2c(=O)c(-c3nc4ccccc4s3)coc12 (stereo not given)	-13%	-2%	2%	-0.2%	-1%	u	3	3	7	3	0%
34	CSCCC(NC(=O)c1ccco1)C(=O)NCc1ccc2c(c1)OCO2 (stereo not given)	10%	x	-9%	0.1%	0%	11%	3	x	3	-5	x
35	O=C(O)Cn1nnnc1SCC(=O)Nc1ccccc1F	-1%	6%	-1%	-0.3%	3%	-6%	12	1	-9	23	-1%
36	Cc1ccc(C)c(-c2csc(Nc3ncccn3)n2)c1	11%	x	12%	-0.7%	-2%	14%	6	-3	-8	-13	-2%
37	CC(=O)c1cccc(NC(=O)C(C)OC(=O)c2cccc(-n3cnnn3)c2)c1 (stereo not given)	17%	x	1%	-0.2%	0%	0%	0	x	-10	-12	x
38	COc1ccc([C@@H]2CC=C(C(=O)O)[C@H](c3ccc(F)cc3)N2S(=O)(=O)c2ccc(C)cc2)cc1OC	6%	x	-9%	0.1%	-1%	5%	0	x	-7	-5	x
39	CCN(CCn1cccn1)Cc1c(C(=O)N2CCCCCCC2)nc2ccc(Cl)cn12	3%	0%	-11%	0.0%	2%	2%	-8	0	2	-4	1%
40	CCC1(c2ccccc2)NC(=O)N(CC(=O)Nc2ccccc2N2CCCCC2)C1=O (stereo not given)	28%	10%	7%	-0.8%	2%	6%	-10	-1	7	-10	-3%
41	CCNC1CCS(=O)(=O)C1 (stereo not given)	2%	0%	8%	0.0%	0%	3%	-19	-1	2	8	-3%
42	O=C(CSc1nnc(SCc2cccc3ccccc23)s1)Nc1ccc(C(=O)O)cc1	4%	0%	-4%	-0.8%	-2%	u	13	5	-5	0	7%
43	COc1ccc(Br)cc1C(=O)Nc1ccc(C(=O)O)cc1	-1%	-5%	11%	0.2%	12%	u	1	10	-5	5	-2%
44	Nc1cccnc1S(=O)(=O)c1ccccc1	0%	x	-15%	0.1%	2%	u	-8	0	-3	15	1%
45	CCOc1ncccc1C(=O)OCC(=O)N1CCc2ccccc21	-2%	u	6%	0.0%	-4%	-10%	-27	0	-16	7	-4%
46	Cc1c(C(=N)C(C#N)C#N)c(=N)oc2c1ccc1ccccc12	-5%	-3%	-5%	0.6%	3%	u	-15	0	-13	5	2%

Not a hit list, and some 2.4% of all compounds hit somewhere here.
